# S3 lipid droplet – qHTS Assay for Lipid Storage Modulators in Drosophila S3 Cells; Drosophila S3 cells, BODIPY lipid droplet fluorescence, 18-24 h; cells fed with added oleic acid; Potency in µM for hits, for the others lipid storage change, negative = inhibition, % at the top dose, mostly 46.1 µM; 0.64% of 320,000 active; active means well fitted inhibition curve with a large enough effect in the signal ratio, with a control signal flat, not every such curve was filed as active; inconclusive means small, poorly fitted or top-dose-only effect, or effect the other way, or a change in a side signal; the % refers to the signal ratio
#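 Laser-scanning cytometry quantifies lipid droplet accumulation (500–530 nm total intensity; droplet/cell object ratio) in oleic acid-fed (400 uM added) Drosophila S3 cells treated with a concentration series. 20 uM Triacsin C defined 100% inhibition.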
# S3 lipid droplet cell count max – further read-out of S3 lipid droplet, marked with its call; cell number change, %; measured here: cell count max response;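 cells counted by Cell Tracker Red CMTPX staining in the red channel; peak over a dose series mostly up to 46.1 µM; percent activity relative to internal control wells on each plate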
# The depositor's hits bear a star; i = inactive; ? = inconclusive; . = not tested or not shown; [ ] = remark or other dose. On the % scale 0 is the no-effect control and ±100 the full control effect; potency means the concentration at half of the fitted maximal effect. An excerpt; rates above refer to the full screens.
S3 lipid droplet	S3 lipid droplet cell count max	structure
28%	-3	O=C(C1CCN(S(=O)(=O)c2ccccc2F)CC1)N1CCc2ccccc2C1
-11%	-20	CCOC(=O)Cn1c(CN2CCN(c3cccc(Cl)c3)CC2)nc2c1c(=O)[nH]c(=O)n2C
26%[9.22 µM]	1	CSc1cc(-c2ccccc2)[nH]c(=O)c1C#N
11%	11	COc1ccc(NC(=S)Nc2ccc3snnc3c2)cc1
?	.	CN(Cc1cccc(Cl)c1Cl)c1ccc(S(=O)(=O)N2CCCCC2)cc1[N+](=O)[O-]
?	.	O=C(Nc1ccc2c(c1)OCCO2)c1ccc(CN2CCOCC2)cc1
6%	-23	O=C1OCCC1(c1ccccc1)c1ccccc1
-13%	-1	CCN(CC)S(=O)(=O)c1cccc(C(=O)N/N=C/c2ccc(O)c(O)c2O)c1

S3 lipid droplet	S3 lipid droplet cell count max	structure
3%	3	COc1ccc(N2C(=O)CC(N(CCc3ccc(S(N)(=O)=O)cc3)C(=S)Nc3ccccc3)C2=O)cc1 (stereo not given)
3%	13	CC(C)(C)NC(=S)NNC(=O)[C@H]1C[C@@H]1c1ccccc1
17%	-1	Cc1c(O)nc(SCC(=O)Nc2nccs2)n(-c2ccccc2F)c1=O
?	.	COc1ccc(-c2nc3ccccc3c(=O)n2CCCn2ccnc2)cc1
?	.	Cc1ccc(C2C(C#N)=C(N)Oc3cc4c(cc32)OCO4)cc1 (stereo not given)
6%	-21	Cc1c(Br)cc(-c2nnco2)cc1Br
?	.	O=C1CCC/C1=C\c1ccccc1
0%	-4	CCCC(=O)OCC(=O)Nc1ccccc1Sc1ccccc1

# Retrieved one by one from above:
S3 lipid droplet	S3 lipid droplet cell count max	structure
?	.	Cc1ccc(C2C(C#N)=C(N)Oc3cc4c(cc32)OCO4)cc1 (stereo not given)
0%	-4	CCCC(=O)OCC(=O)Nc1ccccc1Sc1ccccc1

# Next structures
S3 lipid droplet	S3 lipid droplet cell count max	structure
9%	6	COc1ccc(S(=O)(=O)N2CCC(C(=O)N3CCOCC3)CC2)cc1OC
?	.	Cc1cccc(C)c1N1C(=O)C2ON(c3ccccc3)C(c3ccncc3)C2C1=O (stereo not given)
?	.	Cc1cccc(C(=O)OCC(=O)N2CCC(c3ccccc3)=N2)c1O
-7%	-3	O=C(Nn1c(-c2ccc(Br)cc2)nc2ccccc2c1=O)c1ccc([N+](=O)[O-])cc1
?	.	CC(C(=O)Nc1ccc2c(c1)OCO2)n1cnc2c1c(=O)n(C)c(=O)n2C (stereo not given)
?	.	COc1ccc(Nc2nc(N)c(C(=O)c3ccc(OC)cc3)s2)cc1
13%	.	CCCN1CCC(=O)N([C@H](CSc2ccc(OC)cc2)CC(C)C)CC1
-1%	2	CC(=O)NC1C(=O)N=C(SCC(=O)NCc2ccccc2)NC1=O (stereo not given)

S3 lipid droplet	S3 lipid droplet cell count max	structure
1%	8	O=C(NCc1ccccn1)C1CCC(CNS(=O)(=O)c2cccc3nsnc23)CC1 (stereo not given)
?	.	Cc1onc(-c2ccccc2Cl)c1C(=O)Nc1ccc(CN2CCCC2)cc1
2%	14	FC(F)(F)c1ccc(NC2=NCCC2)cc1
-22%	-19	CC1CCCCC12NC(=O)N(CC(=O)N(C)Cc1nc3ccccc3c(=O)[nH]1)C2=O (stereo not given)
6%	2	COc1nc(C)ccc1-c1noc(-c2cccs2)n1
-19%	12	Cc1ccc(-n2ncc3c2CC(C)(C)CC3NC(=O)CCc2c(C)noc2C)cc1 (stereo not given)
?	.	COC(=O)Cn1c(=O)sc2ccccc21
14%	16	C/C(=N/NC(=O)c1cccs1)c1cccs1

S3 lipid droplet	S3 lipid droplet cell count max	structure
-28%	21	CCOc1ccc(S(=O)(=O)N2CCC(C(=O)N3CCCCCC3)CC2)cc1Cl
-6%[0.0737 µM]	20	COc1ccccc1OCCNC(=O)C(CCSC)NS(=O)(=O)c1ccccc1F (stereo not given)
?	.	CCN1CCN(C(=O)c2ccc3nc(-c4ccccc4)c(-c4ccccc4)nc3c2)CC1
?	.	O=C(NCc1ccco1)C1CCCN(S(=O)(=O)c2cccc3nsnc23)C1 (stereo not given)
5.8µM*	0.5*	O=C(CCc1c[nH]c2ccccc12)OCc1cccc([N+](=O)[O-])c1
1%	-8	CCN1C(=O)c2ccccc2S(=O)c2ccc(C(=O)NC3CC3)cc21 (stereo not given)
?	.	CCOC(=O)N1CCN(c2c(F)cc3[nH]c(=S)[nH]c3c2Br)CC1
?	.	COc1ccc(C(=O)COC(=O)Cn2nnc3ccccc32)cc1Br

# Compounds above that contain a Cl atom (four):
S3 lipid droplet	S3 lipid droplet cell count max	structure
-11%	-20	CCOC(=O)Cn1c(CN2CCN(c3cccc(Cl)c3)CC2)nc2c1c(=O)[nH]c(=O)n2C
?	.	CN(Cc1cccc(Cl)c1Cl)c1ccc(S(=O)(=O)N2CCCCC2)cc1[N+](=O)[O-]
?	.	Cc1onc(-c2ccccc2Cl)c1C(=O)Nc1ccc(CN2CCCC2)cc1
-28%	21	CCOc1ccc(S(=O)(=O)N2CCC(C(=O)N3CCCCCC3)CC2)cc1Cl

# Continued.
S3 lipid droplet	S3 lipid droplet cell count max	structure
9%	.	O=C(O)Cc1ccc(C(=O)c2cccs2)s1
i	-22	Cc1cc(Cl)ccc1OCCCC(=O)Nc1ccc(S(=O)(=O)Nc2ncccn2)cc1
3%	14	O=C(Oc1cc2oc(=O)cc(-c3ccccc3)c2cc1Cl)C1CCCCC1
?	.	Cc1ccc(NC(=O)CSc2nnc(C)c(=O)n2N)cc1Cl
4%	-21	CCn1cc(C(=O)NCC2CCCO2)c(=O)c2cc(S(=O)(=O)N3CCCCC3)ccc21 (stereo not given)
i	-11	Cc1ccc(-n2nc3c(=O)n(CC(=O)NCc4ccc(C)o4)nc(C)c3c2C)cc1
?	.	COc1ccccc1NC(=O)CCSc1nnc(-c2ccc(O)cc2)o1
?	.	Cc1ccc(CC(=O)Nc2nc3c(s2)CCCC3)cc1

S3 lipid droplet	S3 lipid droplet cell count max	structure
-1%	-1	CCOc1cc(C(=S)N2CCCC2)ccc1OC(=O)Cc1ccc(F)cc1
-7%	12	CCN(CC)CCCNC(=O)Cn1cnc2sc(C)c(S(=O)(=O)N3CCN(c4ncccn4)CC3)c2c1=O
20%	11	C=C(c1ccccc1)c1ccccc1N
?	.	COc1ccccc1CCC(=O)Nc1ccc(OC)c(S(=O)(=O)N2CCCCC2)c1
-2%	15	COc1ccc([C@@H]2[C@@H]3C(=O)N(C(C)(C)C)C(=O)[C@@H]3[C@]3(C)C(=O)N(c4ccc(C(F)(F)F)cc4)C(=O)N23)cc1
i	17	Cc1cnc(NC(=O)CC(C)c2ccccc2)s1 (stereo not given)
-4%	-1	COc1ccc(-c2nc(CS(=O)(=O)CC(=O)NCc3ccccc3OC)c(C)o2)cc1
?	.	CC(=O)N1c2ccc(S(=O)(=O)NCCC(=O)NC3CCCC(C)C3C)cc2CC1C (stereo not given)

S3 lipid droplet	S3 lipid droplet cell count max	structure
-10%	.	O=C(NCCC(=O)N1CCC2(CC1)NCCc1[nH]cnc12)c1ccc(F)c(F)c1
5%	5	CCCCOC(=O)C1CN(c2ccccc2)N=C1C(=O)OCC (stereo not given)
?	.	Cc1c(C(=O)Nc2ccc(Cc3ccncc3)cc2)cccc1[N+](=O)[O-]
?	.	O=c1c2ccccc2nc(SCCN2CCOCC2)n1CCc1ccccc1
i	.	CC(=O)Nc1nonc1-c1nc2ccccc2n1C
?	.	CCCC(C)NC(=O)COC(=O)c1ccc2c(c1)C(=O)N(Cc1ccco1)C2=O (stereo not given)
?	.	CCOc1ccc(OCC)c(NC(=O)c2nnn(CC(=O)Nc3cc(C)cc(C)c3)c2N)c1
?	.	COc1ccc(C(=O)NNC(=O)Cc2ccc(-c3ccccc3)cc2)cc1OC

S3 lipid droplet	S3 lipid droplet cell count max	structure
17%	.	CCOc1ccc(C(=O)C(C)OC(=O)Cn2cnc3c2c(=O)n(C)c(=O)n3C)cc1 (stereo not given)
?	.	Cc1ccc(C2=NN(C(=O)CNCCO)C(c3cccs3)C2)cc1 (stereo not given)
?	.	CCCOc1ccc(NC(=O)CC2C(=O)N(c3ccc(OCC)cc3)C(=S)N2C2CC2)cc1 (stereo not given)
17%	-3	O=C(CC1COc2ccccc2O1)NCCc1ccccc1 (stereo not given)
22%	25	COc1ccccc1NC(=O)C1=C(C)NC(=O)NC1c1ccco1 (stereo not given)
?	.	COc1ccc(CCNC(=O)C2CCCN2S(=O)(=O)c2cccc3nsnc23)cc1OC (stereo not given)
3%	8	CC(=O)c1c(C)[nH]c(C(=O)Nc2ccc(S(=O)(=O)N(C)C)cc2)c1C
-16%	-16	O=C(CN1C(=O)C2C3CC(C(Br)C3Br)C2C1=O)Nc1ccc(C(=O)O)cc1 (stereo not given)

S3 lipid droplet	S3 lipid droplet cell count max	structure
?	.	CCCOc1cccc(C(=O)NCCNC(=O)c2ccc(C)nc2)c1
?	.	Cc1ccc(C)c(S(=O)(=O)NCCCc2ccccc2)c1
?	.	C/C(=N/OC(=O)c1ccc(C)cc1)C(=O)c1ccc(Br)cc1
5%	0	Cc1ccc(/C=N/NC(=O)C2=NNC(c3ccccc3)(c3ccccc3)C2)c(O)c1
?	.	Cn1c(CSCc2ccc(Cl)cc2Cl)n[nH]c1=S
29%	23	CSc1nc(-c2ccccc2)nn1C(=O)c1ccc(Cl)cc1
10%	11	O=C(CN1C(=O)c2ccccc2C1=O)c1ccc(F)cc1
?	.	CSc1ccc(N2C(=O)NC3(CCCCC3)C2=O)cc1

# 3 compounds from above, arranged by number of heavy atoms, highest first.
S3 lipid droplet	S3 lipid droplet cell count max	structure
?	.	CCCOc1cccc(C(=O)NCCNC(=O)c2ccc(C)nc2)c1
10%	11	O=C(CN1C(=O)c2ccccc2C1=O)c1ccc(F)cc1
?	.	CSc1ccc(N2C(=O)NC3(CCCCC3)C2=O)cc1

# Following part
S3 lipid droplet	S3 lipid droplet cell count max	structure
?	.	CCCCOc1ccc(C(=O)N2CCCCCC2)cc1
?	.	CCOc1ccc(OCc2ccc(C(=O)Nc3cccc(C)n3)o2)cc1
4%	20	O=C(NCc1cccnc1)C(=O)NCC1OCCCN1S(=O)(=O)c1ccc(Cl)cc1 (stereo not given)
?	.	CC(C)Oc1c(Br)cc(Br)cc1/C=N/NC(N)=S
?	.	Cc1cc(NS(=O)(=O)c2ccc(NC(=S)NC(=O)c3cccnc3)cc2)no1
0%	0	CC(=O)c1cccc(NC(=O)NC2CC3CCCC(C2)N3CC(C)C)c1 (stereo not given)
?	.	Cc1nn(C)c(C)c1CS(=O)(=O)c1ccccc1
?	.	CC(C)N(C(=S)Nc1cccnc1)c1ccccc1

S3 lipid droplet	S3 lipid droplet cell count max	structure
-28%	15	O=C(C1=C(O)C(=O)N(Cc2ccco2)C1c1cccc(Cl)c1)c1ccco1 (stereo not given)
5%	21	COc1ccccc1Nc1nc2c(s1)CCC2
1%	22	COc1ccc(NC(=O)c2cc(-c3cc(Cl)ccc3O)n[nH]2)c(OC)c1
?	.	O=C(Nc1ccc2c(c1)CCC2)c1cc2ccccc2o1
?	.	CCc1cc2c3c(c(=O)oc2cc1O)CCCC3
15%	5	COc1ccc2cc(C(=O)C3CCCN(C(=O)c4cc(=O)n(C)c(=O)n4C)C3)ccc2c1 (stereo not given)
?	.	CN(C)S(=O)(=O)c1cccc(NC(=O)/C=C/c2ccc(S(=O)(=O)N3CCOCC3)cc2)c1
?	.	CCc1ccc(OCCCC(=O)Nc2ccc(N3CCCCC3)cc2)cc1

S3 lipid droplet	S3 lipid droplet cell count max	structure
-6%	-10	CN(C(=O)/C=C/c1ccco1)c1ccccc1C(=O)O
?	.	O=C(COC(=O)c1ccco1)Nc1ccccc1
?	.	O=C(CN1CCN(S(=O)(=O)N2CCOCC2)CC1)Nc1ccc(Cl)c(Cl)c1
?	.	CCC1=NN2C(=N)/C(=C\c3cccn3-c3ccc(OC)cc3)C(=O)N=C2S1
?	.	CCN(C(=O)Cn1c(=O)n2nc(CCn3nc(C)cc3C)nc2c2ccccc21)c1cccc(C)c1
?	.	CCCCn1c(N)c(N(Cc2ccccc2OC)C(=O)CCC(C)C)c(=O)[nH]c1=O
0%	11	Cn1c(-c2ccccc2)cnc1NCc1ccccc1
?	.	COc1ccc(C(=O)N(C)C2(C)CCS(=O)(=O)C2)cc1OC (stereo not given)

S3 lipid droplet	S3 lipid droplet cell count max	structure
i	-21	CCC(=O)Nc1c(-c2cccs2)c(=O)c2ccccc2n1C
?	.	COc1ccccc1NC(=O)CSc1nnnn1-c1ccc2c(c1)OCO2
?	.	O=C(O)C1C2C=CC(CC2)C1C(=O)O (stereo not given)
?	.	COc1ccc(NC(=O)c2c(C)nn(-c3ccccc3)c2Cl)cc1
?	.	CCOC(=O)N1CCC(Nc2c(NCCCN(CC)CC)c(=O)c2=O)CC1
?	.	CCNC(=S)Nc1cc(OCC)c(NC(=O)c2ccco2)cc1OCC
?	.	C=CCn1c(SCc2nc3scc(-c4ccccc4)c3c(=O)[nH]2)nnc1-c1ccccc1F
10%	14	OC(CNCc1ccc(Cl)cc1)COc1ccccc1 (stereo not given)

S3 lipid droplet	S3 lipid droplet cell count max	structure
?	.	Nc1nc2ccccc2n1CCN1CCCC1
-3%	10	COC(=O)NCC(c1ccco1)N1CCN(c2ccc(OC)cc2)CC1 (stereo not given)
?	.	O=C(Cc1ccc([N+](=O)[O-])cc1)Nc1nnc(C2CC2)s1
i	-27	O=C(CCN1C(=O)/C(=C/c2cccs2)SC1=S)Nc1ccc(C(=O)O)c(O)c1
?	.	CC(C)n1c(N2CCN(C(=O)Nc3ccccc3)CC2)nc2ccccc21
?	.	COc1ccc2nc(C)cc(C(=O)O)c2c1
-2%	14	COc1ccc2c(c1)c(C)cc[n+]2Cc1ccccc1

# Assay outcomes (PubChem BioAssay)
